# Bioassay records deposited in PubChem BioAssay by several laboratories.
# LRH-1 inv ag = inverse agonists of human LRH-1 (NR5A2). O00482. 360,000 tested, 0.13% active. inhibition, % at 3.6 µM. HEK293T StAR-luciferase reporter, LRH-1 transfected, 24 h;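 active = inhibition above the mean inhibition of all tested compounds plus 3 SD, cut at about 73% in these data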;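 note: 0% = DMSO wells and 100% = reporter-only cells lacking LRH-1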
# Target sequence (O00482 whole entry, looked up): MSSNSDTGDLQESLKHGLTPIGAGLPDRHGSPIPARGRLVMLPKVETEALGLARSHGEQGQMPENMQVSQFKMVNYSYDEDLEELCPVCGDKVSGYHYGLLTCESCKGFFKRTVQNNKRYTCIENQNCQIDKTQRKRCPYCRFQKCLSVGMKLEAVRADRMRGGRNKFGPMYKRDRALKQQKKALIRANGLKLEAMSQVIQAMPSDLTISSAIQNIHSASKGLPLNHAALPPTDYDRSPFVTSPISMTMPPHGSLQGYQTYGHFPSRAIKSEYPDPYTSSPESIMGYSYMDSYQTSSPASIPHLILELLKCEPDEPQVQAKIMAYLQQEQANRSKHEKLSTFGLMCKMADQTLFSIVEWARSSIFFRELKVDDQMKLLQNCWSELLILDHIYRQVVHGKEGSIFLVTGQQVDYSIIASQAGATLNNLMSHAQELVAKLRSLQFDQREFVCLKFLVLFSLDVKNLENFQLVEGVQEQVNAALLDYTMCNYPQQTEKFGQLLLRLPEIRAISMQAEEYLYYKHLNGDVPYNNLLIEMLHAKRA
# CF NFkB inh = cystic fibrosis NF-kB activation inhibition | 360,000 tested, 0.86% active | inhibition, % at 5 µM | KKLEB NF-kB-GFP reporter, PAF-induced, GFP fluorescence overnight | AID 588850;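 active = at least 50% inhibition at 5 µM, scaled per plate between neutral and stimulator controls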;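 note: PAF is a Pseudomonas aeruginosa culture filtrate used as stimulus; plate controls were PAF-stimulated DMSO wells for no effect and unstimulated DMSO wells for full effect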
# COUP-TFII inh = inhibitors of human COUP-TFII (NR2F2) | P24468 | HEK293T NGFI-A luciferase reporter, luminescence | inhibition, % at 8.6 µM | 370,000 tested, 0.7% active | AID 686940;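 active = inhibition above a per-plate cutoff, mean inhibition of test wells between control levels plus 3 SD, cut at about 38% in these data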;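 note: cells cotransfected with COUP-TFII expression vector driving the NGFI-A reporter; 0% = median of COUP-TF2 test wells and 100% = reporter-only cells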
# Target sequence (P24468 whole entry, looked up): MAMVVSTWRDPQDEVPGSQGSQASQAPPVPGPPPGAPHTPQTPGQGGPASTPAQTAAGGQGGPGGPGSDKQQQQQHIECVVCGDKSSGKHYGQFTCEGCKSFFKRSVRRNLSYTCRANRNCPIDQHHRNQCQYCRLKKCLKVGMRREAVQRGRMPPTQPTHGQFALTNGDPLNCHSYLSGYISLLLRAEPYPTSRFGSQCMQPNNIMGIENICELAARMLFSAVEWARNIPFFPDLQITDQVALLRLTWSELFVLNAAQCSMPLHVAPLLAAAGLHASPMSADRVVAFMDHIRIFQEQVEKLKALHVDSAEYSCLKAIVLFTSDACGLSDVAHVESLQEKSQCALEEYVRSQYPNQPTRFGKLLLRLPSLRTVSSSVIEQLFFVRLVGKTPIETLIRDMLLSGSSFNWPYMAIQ
# SRC3 inh = inhibits human SRC3 coactivator. 360,000 tested, 0.17% active. inhibition, % at 3.6 µM. HEK293 GAL4-SRC3 luciferase reporter, luminescence. Q9Y6Q9. AID 588352;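 active = inhibition above a per-campaign cutoff, the mean of all compounds plus 3 SD, cut at about 60% in these data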;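 note: 0% = DMSO-treated cells and 100% = gossypol-treated cells at 36 µM; higher means less SRC3-driven luciferase light from the GAL4 reporter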
# TWEAK Fn14 block = blocks TWEAK-Fn14 interaction in a reporter cell assay. inhibition, % at 10 µM. AID 1159606. TWEAK-stimulated Fn14 reporter cells, luciferase luminescence, 8 h. 360,000 tested, 2% active; in the data active = inhibition above about 50%
# TROY NFkB inh = TROY signaling inhibition | Q293 LMP1-TROYcd NF-kB luciferase reporter, 4 h | inhibition, % at 10 µM | 360,000 tested, 0.98% active | AID 1347056;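 active = compounds whose plate-normalised and pattern-corrected inhibition of the luciferase reporter signal at the single screening dose is 50% or more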
# Shn3 inh set2 = inhibitors of Schnurri-3 3'UTR reporter in osteoblasts; Clone20 osteoblast Shn3 3'UTR firefly luciferase, 24 h; inhibition, % at 12.5 µM; 360,000 tested, 0.52% active;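 active = mean inhibition of at least 75% with every replicate also reaching 75%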;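 note: 0% = median of neutral control wells and 100% = pilot-screen positive control compound; some compounds past the cut are filed as inactive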
# C8 TRAIL sens = caspase-8 TRAIL sensitization; inhibition (viability loss, TRAIL sensitization), % at 10 µM; NB7+C8 cells + TRAIL, ATPlite viability luminescence; 360,000 tested, 1% active; AID 624354;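 active = compounds causing at least 50% loss of cell viability in the single-dose screen, relative to plate controls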
# LMP1 NFkB inh = Epstein-Barr LMP1 NF-kappaB reporter inhibition; LMP1-induced NF-kappaB luciferase reporter cells, luminescence; inhibition, % at 12.5 µM; 350,000 tested, 0.69% active; AID 504558; in the data active = inhibition above about 41%;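 note: 0% = neutral control wells and 100% = reference inhibitor control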
# SRC1 inh = inhibitors of human steroid receptor coactivator 1 (SRC1); Q15788; HEK293 GAL4-SRC1 luciferase reporter, luminescence; inhibition, % at 3.6 µM; 360,000 tested, 0.12% active;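 active = inhibition above the campaign mean plus 3 SD, with each screening campaign given its own cutoff, cut at about 60% in these data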;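 note: 0% = DMSO treated cells and 100% = gossypol at 36 µM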
# KKLEB tox = CF airway cell cytotoxicity counter-screen | KKLEB CF airway cells viability, ATPlite luminescence, overnight; stronger effect = lower value; cells stimulated with P. aeruginosa culture filtrate | activity change (cytotoxicity), % at 5 µM | 360,000 tested, 0.36% active;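 active = corrected activity change at or below -50% at 5 µM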
# An asterisk follows results filed as active; . = not tested or not shown. A portion of the library; the hit share may differ from the screen's.
SMILES,LRH-1 inv ag,CF NFkB inh,COUP-TFII inh,SRC3 inh,TWEAK Fn14 block,TROY NFkB inh,Shn3 inh set2,C8 TRAIL sens,LMP1 NFkB inh,SRC1 inh,KKLEB tox
COc1cccc(C2c3cc4c(cc3OC(N3CCCC3)C2C)OCO4)c1O (stereo unspecified),48,22,5,18,22,7,-22,18,0,-30,-5
CC(C)CNC(=O)/C=C/c1cccs1,-28,-15,-8,-22,-11,-21,-19,2,-2,-14,10
Cc1cc(Sc2ccc([N+](=O)[O-])cn2)ccc1Br,11,1,-14,-3,-20,-20,81,19,11,-11,-17
CCCCCn1c(SCC(=O)c2ccccc2)nc2cc(C(=O)NCC3CCCO3)ccc2c1=O (stereo unspecified),-10,-14,5,2,-7,0,3,-2,2,-12,14
CCC(C)NC(=S)N(CCc1ccccc1)Cc1cc2cc(OC)c(OC)cc2[nH]c1=O (stereo unspecified),16,-8,13,12,-23,6,-3,-15,2,-8,-4
O=C(Nc1ccc2c(c1)OCO2)Nc1ccc(F)cc1F,-95,19,-17,-90,15,-27,6,25,-18,-161,-14
COc1cc(C)nc(OCCNC(=O)COc2ccc(Cl)cc2C)n1,-3,-7,9,-17,4,.,12,-11,-7,7,-6
CC(C)N(C)C(=O)c1ccc(OC2CCN(CCc3ccccc3)CC2)cc1,-11,-12,7,15,-4,16,2,-14,-4,5,2
O=C(CCNC(=O)c1ccccc1Cl)Nc1cccc(S(=O)(=O)N2CCCCC2)c1,-5,12,9,18,-4,-11,3,-17,4,-45,-22
NNc1nc(-c2ccccc2)c2cc(Br)ccc2n1,-5,-1,26,9,-6,-22,3,-5,10,3,-6
CCCN1CCC(NC(=O)Nc2ccc(F)cc2F)CC1,8,-4,-2,7,-1,-14,-19,5,4,-10,-1
CC(C)(C)C(=O)Nc1ccc(Oc2ccc3c(c2)C(=O)N(c2ccc(O)cc2)C3=O)cc1,6,-1,2,0,-22,6,15,1,-1,-12,-11
Cc1ccc(CN=C2NC(=O)C(CC(=O)NCCc3ccccc3)S2)cc1 (stereo unspecified),12,0,.,-2,-7,13,21,-4,-13,11,-1
Cc1cnc(C(=O)Nc2cccc3ncccc23)cn1,0,-10,12,-12,0,-4,-14,3,1,-7,3
COc1ccc(OCC(=O)N2CCOCC2)cc1,14,14,4,4,-6,-14,-7,-2,6,3,-12
Cc1cc(-n2c(C)cc(C(=O)CSc3nc(N)cc(=O)[nH]3)c2C)no1,11,-15,6,12,-3,-10,69,5,8,13,12
CC1CCN(c2c(NCC3CCC(C(=O)N4CCCCC4)CC3)c(=O)c2=O)CC1 (stereo unspecified),9,-3,-9,-11,-12,-2,-5,-7,-2,1,-4
COCCCNC(=O)CSc1nc2cc(C(=O)NCCOC)ccc2c(=O)n1Cc1ccc2c(c1)OCO2,-13,-13,1,0,-6,-5,1,-7,1,16,-4
CC1=C(n2nnc([N+](=O)[O-])n2)C(c2cccnc2)C(C#N)=C(N)O1 (stereo unspecified),43,11,-3,16,40,7,5,36,-9,-46,4
CCOc1ccc(C(C)=O)cc1CN1C(=O)NC2(CCCCC2C)C1=O (stereo unspecified),-26,-16,-6,12,6,3,15,5,6,10,-6
Cc1cccc(-n2nnnc2SC(C)C(=O)NCCC2=CCCCC2)c1 (stereo unspecified),6,8,3,2,7,8,-12,-9,14,-13,0
COc1ccc(CCNC(=O)CCNC(=O)N2CC(=O)Nc3ccccc32)cc1OC,-14,-6,2,18,-5,-11,-1,-13,6,-6,5
Oc1cccc2ccc(/C=C/c3ccccc3Br)nc12,-19,-6,-18,-67,56*,55*,42,34,12,-86,-14
Cc1[nH]c2ccccc2c1C1=CN2CCS(=O)(=O)N=C2S1,-7,6,18,-7,-10,10,3,-12,-2,-3,0
CCCCNC(=S)Nc1ccc2nc(N3CCN(CC)CC3)cc(C)c2c1,-4,-6,-11,-20,-31,-17,-11,6,-4,-26,-4
Cc1cc(C)n2nc(SCc3cc(=O)oc4ccc5ccccc5c34)nc2n1,3,14,-4,-16,-6,-15,7,0,-1,1,2
Cc1ccc(/C=N/NC(=O)CNC(=O)c2ccc(C)c([N+](=O)[O-])c2)o1,21,-3,-5,21,-4,-10,5,-5,2,8,-8
CC1=Nc2ccccc2/C1=C/c1c(N)n2c(S(=O)(=O)CC(C)C)nsc2nc1=O,7,3,0,-3,19,12,78,2,4,15,-20
NC(=O)c1ccc[n+](CC(=O)c2ccc(F)cc2)c1,16,5,18,28,11,24,6,-8,1,-9,7
COCCCN(C(=O)c1ccc(-c2ccc(C(C)=O)cc2)o1)c1c(N)n(CC(C)C)c(=O)[nH]c1=O,-25,-11,-7,-11,-21,-31,-17,12,-2,-14,1
Cc1nn(CC(O)Cn2c3c(c4ccccc42)CCN(C)C3=O)c(C)c1Br (stereo unspecified),18,13,-2,15,15,-2,2,7,-1,3,7
Cn1c(SCC(=O)N2CCCC2=O)nnc1-c1ccccc1F,-9,-6,13,8,-10,4,-15,-5,1,8,0
COc1cccc(CC(=O)Nc2cc(S(=O)(=O)N3CCOCC3)ccc2OC)c1,-14,-10,-1,-13,-4,-1,-13,-9,-2,1,8
Cc1cc2nc(/C=C/c3nc4cc(C)c(C)cc4[nH]3)[nH]c2cc1C,1,13,11,5,0,1,5,0,5,-15,2
CON(C)c1nc(C2CCCCC2)c2cc(C)ccc2n1,17,-6,-12,8,0,27,14,-5,5,1,-18
CCCCN(C)CCC(=O)Nc1ccc(F)c(F)c1,-20,-5,0,-6,0,-3,-17,-5,7,3,0
COCCn1ccc2c(OCC(=O)Nc3cc(OC)ccc3OC)cccc2c1=O,24,20,1,-16,-8,-10,-5,31,2,0,3
O=[N+]([O-])c1ccc(-c2csc(N/N=C/c3cccnc3)n2)cc1,-1,-25,2,4,-15,-4,3,5,-14,5,13
CC1(NC(=O)Cc2c(Cl)cccc2Cl)CCS(=O)(=O)C1 (stereo unspecified),-14,-23,-2,-3,4,-3,-3,-1,4,0,6
O=C(c1ccc2ccccc2c1)c1cccc(F)c1C(=O)O,-12,5,8,-9,-4,-13,22,-13,5,-3,9
CN1CCN(CC(=O)Nc2ccccc2Sc2ccccc2)CC1,-5,11,19,21,7,6,-37,-19,-1,-14,0
CN(Cc1cn(Cc2cccc(C(F)(F)F)c2)nn1)C1CN(Cc2cn(Cc3cccc(C(F)(F)F)c3)nn2)S(=O)(=O)C1 (stereo unspecified),-14,.,17,.,19,19,.,17,.,.,.
O=C(OCN1C(=O)c2ccccc2C1=O)/C(=C\c1ccco1)NC(=O)c1ccccc1,11,3,22,-11,-11,-2,4,-12,-6,-17,8
COCCNC(=O)c1onc(CSc2ccc(C)c(C)c2)c1C(=O)O,-38,15,-4,-9,16,-3,-20,2,-3,0,0
CCN(C(=O)COC(=O)CNC(=O)C1CCCCC1)c1ccccc1,-10,0,0,4,15,-5,22,-2,3,-10,4
O=C(CSc1cccs1)Nc1cccc2ccccc12,-98,17,-24,-45,-12,-96,-12,-9,-25,-73,-12
COc1ccc(Cl)c2c1[nH]c1nc(SCc3cccnc3)nnc12,-10,23,5,11,-16,8,2,12,-2,-52,-10
O=C(Cc1ccc(Cl)cc1)NNS(=O)(=O)c1ccc([N+](=O)[O-])cc1,-20,4,7,6,37,5,13,-7,10,0,3
CCNC(=O)C1(C)CCN1C(=O)CCc1cccc(Cl)c1 (stereo unspecified),2,2,-5,6,10,-4,-4,1,.,9,5
CC(=O)c1sc2c(c1N)c(=O)[nH]c(=O)n2-c1ccccc1,11,1,-10,-9,-4,12,-4,-17,-4,4,25
CC(NC(=O)C1CCN(S(=O)(=O)c2ccccc2)CC1)c1ccccc1 (stereo unspecified),-11,-5,10,15,-3,-1,11,9,0,-46,15
N#CC(C#N)=c1ccc2c(c1)N1C3=C(CCCC3)CC3CCCCC31N=2 (stereo unspecified),1,10,4,20,32,17,9,13,-4,-1,-20
COc1ccc(-c2nc(N)n(C(=O)Cc3ccccc3)n2)cc1,-17,1,-10,-12,15,4,-10,0,3,-16,2
COc1ccccc1-c1cc(C(=O)Nc2ccc(F)cc2F)no1,-3,-2,0,-29,-16,5,-45,30,-15,-23,4

# Copied from the results shown for reference:
SMILES,LRH-1 inv ag,CF NFkB inh,COUP-TFII inh,SRC3 inh,TWEAK Fn14 block,TROY NFkB inh,Shn3 inh set2,C8 TRAIL sens,LMP1 NFkB inh,SRC1 inh,KKLEB tox
CN(Cc1cn(Cc2cccc(C(F)(F)F)c2)nn1)C1CN(Cc2cn(Cc3cccc(C(F)(F)F)c3)nn2)S(=O)(=O)C1 (stereo unspecified),-14,.,17,.,19,19,.,17,.,.,.
O=C(OCN1C(=O)c2ccccc2C1=O)/C(=C\c1ccco1)NC(=O)c1ccccc1,11,3,22,-11,-11,-2,4,-12,-6,-17,8
COCCNC(=O)c1onc(CSc2ccc(C)c(C)c2)c1C(=O)O,-38,15,-4,-9,16,-3,-20,2,-3,0,0
CCN(C(=O)COC(=O)CNC(=O)C1CCCCC1)c1ccccc1,-10,0,0,4,15,-5,22,-2,3,-10,4
O=C(CSc1cccs1)Nc1cccc2ccccc12,-98,17,-24,-45,-12,-96,-12,-9,-25,-73,-12
COc1ccc(Cl)c2c1[nH]c1nc(SCc3cccnc3)nnc12,-10,23,5,11,-16,8,2,12,-2,-52,-10
O=C(Cc1ccc(Cl)cc1)NNS(=O)(=O)c1ccc([N+](=O)[O-])cc1,-20,4,7,6,37,5,13,-7,10,0,3
CCNC(=O)C1(C)CCN1C(=O)CCc1cccc(Cl)c1 (stereo unspecified),2,2,-5,6,10,-4,-4,1,.,9,5
CC(=O)c1sc2c(c1N)c(=O)[nH]c(=O)n2-c1ccccc1,11,1,-10,-9,-4,12,-4,-17,-4,4,25
CC(NC(=O)C1CCN(S(=O)(=O)c2ccccc2)CC1)c1ccccc1 (stereo unspecified),-11,-5,10,15,-3,-1,11,9,0,-46,15
N#CC(C#N)=c1ccc2c(c1)N1C3=C(CCCC3)CC3CCCCC31N=2 (stereo unspecified),1,10,4,20,32,17,9,13,-4,-1,-20
COc1ccc(-c2nc(N)n(C(=O)Cc3ccccc3)n2)cc1,-17,1,-10,-12,15,4,-10,0,3,-16,2
COc1ccccc1-c1cc(C(=O)Nc2ccc(F)cc2F)no1,-3,-2,0,-29,-16,5,-45,30,-15,-23,4

# A second format for part of the listing above.
# Results follow in this order: LRH-1 inv ag, CF NFkB inh, COUP-TFII inh, SRC3 inh, TWEAK Fn14 block, TROY NFkB inh, Shn3 inh set2, C8 TRAIL sens, LMP1 NFkB inh, SRC1 inh, KKLEB tox
COc1ccc(Cl)c2c1[nH]c1nc(SCc3cccnc3)nnc12
 : -10, 23, 5, 11, -16, 8, 2, 12, -2, -52, -10
O=C(Cc1ccc(Cl)cc1)NNS(=O)(=O)c1ccc([N+](=O)[O-])cc1
 : -20, 4, 7, 6, 37, 5, 13, -7, 10, 0, 3
